Rpn11 inh = Rpn11 (human) deubiquitinase inhibition. human 26S proteasome, Ub4-pepOG fluorescence polarization; 20S core pre-blocked with epoxomicin. calls only at 20 µM. hit rate 0.59% among 360,000. AID 588493;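 active = inhibition at 20 µM, scaled to each plate's controls, above about 33%, limit read from the data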
Target sequence (O00487 whole entry, looked up): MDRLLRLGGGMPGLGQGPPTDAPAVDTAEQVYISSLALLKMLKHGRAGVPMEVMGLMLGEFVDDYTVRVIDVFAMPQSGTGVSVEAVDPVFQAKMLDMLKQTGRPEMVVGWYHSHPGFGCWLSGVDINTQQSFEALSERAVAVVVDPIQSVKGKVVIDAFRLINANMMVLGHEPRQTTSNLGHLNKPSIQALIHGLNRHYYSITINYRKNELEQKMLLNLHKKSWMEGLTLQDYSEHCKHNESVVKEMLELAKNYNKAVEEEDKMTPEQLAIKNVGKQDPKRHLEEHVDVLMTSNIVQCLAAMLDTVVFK
STEP block = STEP (human) phosphatase inhibition; P54829; recombinant STEP, OMFP fluorogenic substrate, fluorescence; inhibition, % at 20 µM; hit rate 0.25% among 360,000; AID 588621;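 active = inhibition at 20 µM, scaled per plate between control wells, above about 37%, limit read from the data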;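 also: 0% = DMSO with enzyme and substrate and 100% = substrate only without enzyme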
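Material: STEP (striatal-enriched tyrosine phosphatase) enzyme, cell-free | Medium: 50 mM Bis-Tris pH 6.0 with 2.5 mM DTT and 0.005% Tween 20 | Read-out: Percent inhibition scaled to no-enzyme and uninhibited-enzyme controls, plate-pattern corrected | Signal: Fluorescence read at 480 nm ex / 540 nm em | Times: 20 min reaction, room temperature, in the dark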
CSN inh = inhibitors of human CSN-mediated cullin deneddylation; Purified CSN, SCF-Nedd8-OG deneddylation, fluorescence polarization; hit rate 0.38% among 360,000; Q92905; inhibition, % at 12.5 µM; AID 651999;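 active = pattern-corrected inhibition above about 35%, with an unprinted fluorescence ratio check between 0.5 and 1.5, limit read from the data, passing the limit was not always enough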;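 also: 0% = enzyme with substrate and 100% = substrate without enzyme; some results filed as inactive read as strong as hits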
Target sequence (Q92905 whole entry, looked up, one chain of several): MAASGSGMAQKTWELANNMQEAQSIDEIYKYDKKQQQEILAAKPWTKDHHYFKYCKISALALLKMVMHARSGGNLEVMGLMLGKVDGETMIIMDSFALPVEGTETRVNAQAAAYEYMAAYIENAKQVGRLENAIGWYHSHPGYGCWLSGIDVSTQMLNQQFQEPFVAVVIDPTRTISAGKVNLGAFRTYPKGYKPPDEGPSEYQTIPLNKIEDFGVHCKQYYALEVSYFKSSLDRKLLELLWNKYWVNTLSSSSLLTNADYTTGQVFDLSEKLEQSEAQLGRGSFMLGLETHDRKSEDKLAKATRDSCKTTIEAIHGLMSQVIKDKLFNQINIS
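Test system: purified human Csn5 enzyme expressed in HEK293T cells. Amount: 0.24 nM enzyme. Reagent: SCFSkp2-Nedd8OG substrate at 10 nM final. Schedule: 90 min incubation of compound, enzyme and substrate at room temperature. Detection: fluorescence polarization. Read-out: % inhibition of substrate cleavage by Csn5.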
SUMO1 PPI mod = modulators of human SUMO1-mediated protein-protein interactions; AID 602429; hit rate 0.33% among 360,000; SUMO1 binding to a labelled peptide, TR-FRET, 1 h; P63165; inhibition, % at 20 µM; in the data active = inhibition above about 37%
Tb MetRS inh = Trypanosoma brucei MetRS inhibition. purified T. brucei MetRS, ATP depletion, Kinase-Glo luminescence. inhibition, % at 11.9 µM. hit rate 0.4% among 360,000;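 active = inhibition above a per-plate cutoff of the control wells' mean inhibition plus 3 SD, cut at about 5.5% in these data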;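 also: 0% = DMSO wells median and 100% = median of wells with control inhibitor compound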
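System: purified T. brucei MetRS enzyme / Detection: Kinase-Glo luciferase luminescence reporting remaining unconsumed ATP / Medium: HEPES buffer with MgCl2, KCl, DTT, spermine, BSA, pyrophosphatase / Replication: singlicate, one well per compound / Evaluation: percent inhibition relative to median high and low control wells / Schedule: 2 h aminoacylation at 25 °C after 15 min preincubation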
MsrA inh = bovine MsrA inhibition | purified bovine MsrA, absorbance read-out | inhibition, % at 15.5 µM | hit rate 0.75% among 360,000 | AID 651718; in the data active = inhibition above about 4.5%;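 also: 0% = vehicle wells with enzyme and 100% = reference inhibitor wells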
NadD inh = NadD (S. aureus) enzyme inhibition. purified NadD enzyme, colorimetric absorbance read-out. inhibition, % at 20 µM. hit rate 0.78% among 360,000. AID 602399; in the data active = inhibition above about 26%; also: some compounds past the cut are filed as inactive
DNMT1 block = inhibitors of human DNMT1; P26358; DNMT1 molecular beacon, Hinp1I cleavage, fluorescence; inhibition (reported as % activation of signal), % at 10 µM; hit rate 0.83% among 360,000; in the data active = inhibition above about 50%
Scp-1 inhibitor = blocks human Scp-1 phosphatase activity; inhibition, % at 20 µM; Recombinant Scp1, phosphopeptide, malachite green phosphate absorbance; Q9GZU7; AID 493091; hit rate 0.88% among 340,000;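 active = inhibition above about 50% at 20 µM, limit read from the data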;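 also: plate controls were DMSO wells with enzyme for no effect and wells lacking enzyme for full effect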
Target sequence (Q9GZU7 76-261 limits assumed): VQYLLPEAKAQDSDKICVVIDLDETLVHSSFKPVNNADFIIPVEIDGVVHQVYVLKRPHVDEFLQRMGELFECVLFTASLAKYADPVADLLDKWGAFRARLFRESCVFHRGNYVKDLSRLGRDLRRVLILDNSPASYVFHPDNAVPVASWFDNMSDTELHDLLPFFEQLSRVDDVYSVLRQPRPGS
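Incubation: 45 min enzyme reaction at room temperature / System: truncated SCP-1 phosphatase (76-261aa) / Reagent: Phospho 17-mer peptide substrate / Buffer or medium: Acidic Tris acetate buffer with magnesium and detergent / Signal: absorbance at 630 nm / Doses: one concentration, 20 µM, with 1.0% DMSO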
LMPTP inh = LMPTP (human) inhibition; recombinant LMPTP-A, OMFP fluorogenic substrate, fluorescence intensity; hit rate 0.22% among 360,000; inhibition, % at 20 µM; P24666;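 active = compounds that cut the enzyme signal by at least half of the control window in the single-dose screen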;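 also: plate controls were DMSO wells with enzyme plus substrate for no effect and substrate without enzyme for full effect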
Target sequence (P24666 whole entry, looked up): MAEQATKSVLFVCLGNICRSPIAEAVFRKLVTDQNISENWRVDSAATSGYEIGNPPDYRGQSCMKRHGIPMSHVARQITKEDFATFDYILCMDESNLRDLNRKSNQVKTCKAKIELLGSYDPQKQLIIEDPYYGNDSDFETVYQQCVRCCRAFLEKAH
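Assay system: LMPTP-A enzyme. Input: 0.625 nM LMPTP-A final. Probe or stimulus: 400 µM OMFP. Compound dosing: single 20 µM dose. Schedule: 50 min dark incubation at room temperature. Detection: fluorescence intensity of OMFP turnover product. Read-out: percent inhibition versus substrate-only and uninhibited controls. Benchmarks: no-enzyme low control, uninhibited high control.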
Numbers without * were called inactive; i = inactive; nt = not tested or not shown.

1: O=C(Nc1ncc([N+](=O)[O-])s1)C1CC(=O)N(c2ccc(F)cc2)C1 (centres undefined)
2: Cc1cc(C)c2[nH]c(=O)c(C(c3nnnn3C(C)(C)C)N(Cc3ccco3)CC3CCCO3)cc2c1 (centres undefined)
3: CC(NC(=O)c1cccnc1)C(c1cccs1)N1CCOCC1 (centres undefined)
4: COc1ccc2oc(C(=O)OC(C)C(=O)NCc3ccccc3)c(C)c2c1 (centres undefined)
5: CN(Cc1nc2ccc(F)cc2[nH]1)C(=O)C1CCC(=O)N(C2CC2)C1 (centres undefined)
6: CC(C)c1ccc(NC(=O)C2CCCCN2S(=O)(=O)c2ccccc2)cc1 (centres undefined)
screen / no.	1	2	3	4	5	6
Rpn11 inh	i	i	i	i	i	i
STEP block	-2	1	-3	0	-2	4
CSN inh	-4	-3	-3	1	0	-2
SUMO1 PPI mod	-32	-10	-1	-3	1	6
Tb MetRS inh	-0.1	-0.6	-0.1	-0.4	0.6	-0.5
MsrA inh	-0.3	-0.7	-0.1	-0.5	-0.1	-0.9
NadD inh	-1	-1	-6	-8	-1	-11
DNMT1 block	-1	-7	2	-2	-1	3
Scp-1 inhibitor	-7	-3	-14	-8	-5	-13
LMPTP inh	-0.2	-1.4	-0.9	0.2	0.6	2.1

7: COC1CCN(Cc2cn(Cc3ccccc3)nc2-c2cc3ccccc3o2)CC1
8: Cc1nn(CC(=O)Nc2c(F)cc(F)cc2Br)c(=O)c2cccn12
9: Cc1ccc([C@@H]2CC(=O)[C@@H]3CN(S(=O)(=O)c4ccc(C)cc4)[C@H](c4ccccc4F)C[C@@H]3N2S(=O)(=O)c2ccc(Cl)cc2)cc1
10: Cc1c(CCOC(=O)c2cc([N+](=O)[O-])cc([N+](=O)[O-])c2)sc[n+]1CC(=O)c1ccccc1
11: Cn1ncc(Cl)c1C(=O)NCc1ccc(Cl)cc1
12: CCCn1c(-c2ccccc2)cc(SC)c(C#N)c1=O
screen / no.	7	8	9	10	11	12
Rpn11 inh	i	i	i	i	i	i
STEP block	-2	-3	2	2	2	1
CSN inh	-2	2	1	4	-5	-5
SUMO1 PPI mod	-4	-3	5	-21	1	2
Tb MetRS inh	-0.5	-0.4	-0.3	0.0	-1.1	-0.8
MsrA inh	-2.0	0.3	-0.6	-0.8	-1.2	-0.1
NadD inh	-6	3	14	19	1	10
DNMT1 block	-3	-3	-9	6	0	19
Scp-1 inhibitor	9	-2	nt	-1	-1	-1
LMPTP inh	1.1	-1.8	1.4	4.1	-0.5	0.2

13: Cc1cc(C(=O)N/N=C(\CCC(=O)O)c2cccs2)c2ccccc2n1
14: COc1cc(Cl)c(C)cc1NC(=O)COC(=O)c1cc(SC)ccc1Cl
15: CN(C)S(=O)(=O)c1ccc2c(c1)/C(=C/c1cc3c([nH]1)CCCC3)C(=O)N2
16: Cc1ncc([N+](=O)[O-])n1CCN1C(=O)c2ccccc2C1=O
17: Cc1cc(=O)n2[nH]c(-c3ccc(Cl)cc3)cc2n1
18: COc1ccc(NC(=S)Nc2cccnc2)c(OC)c1
screen / no.	13	14	15	16	17	18
Rpn11 inh	i	i	nt	i	i	i
STEP block	-2	1	-15	-1	0	3
CSN inh	0	-2	54*	-5	0	2
SUMO1 PPI mod	3	0	-11	-34	0	3
Tb MetRS inh	-1.0	-0.7	-0.1	-0.5	-1.9	0.6
MsrA inh	1.2	0.4	-0.2	1.2	-0.9	0.0
NadD inh	-7	4	11	0	-3	-8
DNMT1 block	-5	-3	-8	2	2	-3
Scp-1 inhibitor	-7	-1	-14	-9	12	-8
LMPTP inh	-0.9	2.6	5.0	0.1	1.5	0.0

19: COc1ccc(OC)c(S(=O)(=O)N2CCC(C(=O)N3CCCC3)CC2)c1
20: CNc1cnc(-c2ccsc2)cn1
21: COC(=O)c1ccc2c(=O)n(CCN3CCOCC3)c(SCC(=O)Nc3cccc(OC)c3)nc2c1
22: Cc1ccc(S(=O)(=O)N2C[C@H]3[C@H]4C(=O)N(c5ccccc5)C(=O)[C@H]4C[C@H](OC(=O)NCC4CCCCC4)[C@@]3(O)C2)cc1
23: c1ccc(NC2=NCCN2CCCC2CCCC2)cc1
24: Cc1cccc(N2CCN(C(=O)C3CCN(S(=O)(=O)c4c(C)noc4C)CC3)CC2)c1C
screen / no.	19	20	21	22	23	24
Rpn11 inh	i	i	i	i	i	i
STEP block	1	-1	1	2	0	0
CSN inh	-1	-4	0	6	-5	-3
SUMO1 PPI mod	-2	-9	-1	3	-6	22
Tb MetRS inh	-0.8	-0.1	-0.2	-0.1	-0.5	-0.6
MsrA inh	1.0	1.7	-0.4	-0.1	-0.7	0.9
NadD inh	0	3	-6	1	0	0
DNMT1 block	2	-1	0	-10	-1	-3
Scp-1 inhibitor	-4	nt	-6	nt	7	-5
LMPTP inh	-0.9	-0.4	0.2	1.2	-1.6	0.1

Nine entries from above, ordered by molecular weight, highest first:
24: Cc1cccc(N2CCN(C(=O)C3CCN(S(=O)(=O)c4c(C)noc4C)CC3)CC2)c1C
6: CC(C)c1ccc(NC(=O)C2CCCCN2S(=O)(=O)c2ccccc2)cc1 (centres undefined)
4: COc1ccc2oc(C(=O)OC(C)C(=O)NCc3ccccc3)c(C)c2c1 (centres undefined)
5: CN(Cc1nc2ccc(F)cc2[nH]1)C(=O)C1CCC(=O)N(C2CC2)C1 (centres undefined)
3: CC(NC(=O)c1cccnc1)C(c1cccs1)N1CCOCC1 (centres undefined)
16: Cc1ncc([N+](=O)[O-])n1CCN1C(=O)c2ccccc2C1=O
18: COc1ccc(NC(=S)Nc2cccnc2)c(OC)c1
12: CCCn1c(-c2ccccc2)cc(SC)c(C#N)c1=O
screen / no.	24	6	4	5	3	16	18	12
Rpn11 inh	i	i	i	i	i	i	i	i
STEP block	0	4	0	-2	-3	-1	3	1
CSN inh	-3	-2	1	0	-3	-5	2	-5
SUMO1 PPI mod	22	6	-3	1	-1	-34	3	2
Tb MetRS inh	-0.6	-0.5	-0.4	0.6	-0.1	-0.5	0.6	-0.8
MsrA inh	0.9	-0.9	-0.5	-0.1	-0.1	1.2	0.0	-0.1
NadD inh	0	-11	-8	-1	-6	0	-8	10
DNMT1 block	-3	3	-2	-1	2	2	-3	19
Scp-1 inhibitor	-5	-13	-8	-5	-14	-9	-8	-1
LMPTP inh	0.1	2.1	0.2	0.6	-0.9	0.1	0.0	0.2

20: CNc1cnc(-c2ccsc2)cn1
screen / no.	20
Rpn11 inh	i
STEP block	-1
CSN inh	-4
SUMO1 PPI mod	-9
Tb MetRS inh	-0.1
MsrA inh	1.7
NadD inh	3
DNMT1 block	-1
Scp-1 inhibitor	nt
LMPTP inh	-0.4

Next part.
25: O=C(COC(=O)c1cccc(S(=O)(=O)N2CCc3ccccc32)c1)Nc1ccc(Cl)cn1
26: Oc1[nH]c2ccc(Br)cc2c1N=NC(=S)NCC1CCCO1 (centres undefined)
27: O=C(N/N=C/c1cccc([N+](=O)[O-])c1)c1cc(-c2ccc3c(c2)OCO3)n[nH]1
28: CC1(C(=O)NCc2ccccc2)CSCC(=O)N1C1CCN(Cc2ccccc2)CC1 (centres undefined)
29: O=S(=O)(c1ccc2c(c1)OCCO2)N1CCC(O)(c2ccc(Cl)cc2)CC1
30: CC(=O)c1ccc(-n2c(-c3cc(-c4ccsc4)n[nH]3)n[nH]c2=S)cc1
screen / no.	25	26	27	28	29	30
Rpn11 inh	i	i	i	nt	i	i
STEP block	0	4	4	nt	-1	-1
CSN inh	4	-4	14	-7	3	13
SUMO1 PPI mod	-4	-21	73*	-1	-4	9
Tb MetRS inh	-0.9	-0.3	0.1	0.1	0.6	-0.1
MsrA inh	0.6	0.1	-0.3	0.1	1.4	-0.1
NadD inh	0	-4	19	nt	-7	-1
DNMT1 block	2	-2	49	nt	-6	-1
Scp-1 inhibitor	6	-10	11	nt	-9	-4
LMPTP inh	-0.9	3.0	5.1	1.1	0.8	-2.8

31: O=C(CSc1nc(-c2ccccc2)cc(=O)[nH]1)N1CCc2ccccc21
32: O=[N+]([O-])c1ccc(NCCCNS(=O)(=O)c2ccc(Cl)cc2)c(Cl)c1
33: O=C(Nc1cccc(S(=O)(=O)N2CCCCCC2)c1)c1ccc2ccccc2n1
34: COC(=O)C1=C(C)NC(C)=C(C(=O)OC)C1c1ccc(-c2cccc([N+](=O)[O-])c2)o1
35: O=C(NC1CCN(C(=O)N2c3ccccc3Sc3ccccc32)CC1)c1ccccc1F
36: O=S(=O)(c1cccc2nonc12)N1CCN(c2ccc(F)cc2)CC1
screen / no.	31	32	33	34	35	36
Rpn11 inh	i	i	i	i	i	i
STEP block	-1	-1	0	0	6	-1
CSN inh	18	-4	1	-4	2	8
SUMO1 PPI mod	2	-13	2	-8	-3	5
Tb MetRS inh	-0.4	1.1	0.3	-0.3	-0.3	-1.3
MsrA inh	-1.3	1.1	-0.4	1.8	-0.1	-0.3
NadD inh	4	-2	-9	-4	0	-7
DNMT1 block	-3	12	-2	-4	-10	-3
Scp-1 inhibitor	3	-12	-20	-3	-8	9
LMPTP inh	0.2	0.9	4.3	1.8	0.0	0.1

37: CSc1ccccc1C(=O)Nc1cccc([N+](=O)[O-])c1C
38: O=C(COC(=O)CCc1nc2ccccc2c(=O)[nH]1)NC(c1ccccc1)c1ccccc1
39: Cc1cccc(NC(=O)CN2CCN(CC(=O)Nc3cccc(C)c3)CC2)c1
40: COc1ccc(OC)c2nc(-c3ccc4c(c3)OCO4)ccc12
41: COc1ccc(OCCN2CCC(C(=O)NC(c3ccccc3)c3ccc4ccccc4n3)CC2)cc1 (centres undefined)
42: CCOC(=O)c1ccc(S(=O)(=O)NNC(=O)COc2ccc(C)cc2)cc1
43: O=C(CCc1ccccc1)N1CCN(CCO)CC1
44: O=C(c1ccccc1O)N1CCOCC1
screen / no.	37	38	39	40	41	42	43	44
Rpn11 inh	i	i	i	i	i	i	i	i
STEP block	1	0	0	-1	1	0	0	-3
CSN inh	-5	5	1	3	-8	-13	-2	-4
SUMO1 PPI mod	-9	-5	-5	-32	-2	-2	4	4
Tb MetRS inh	-1.4	-0.6	0.5	-0.3	0.1	0.2	-1.0	-0.6
MsrA inh	2.6	1.3	-0.7	0.1	nt	0.4	0.3	0.1
NadD inh	-3	2	-6	-3	-3	0	2	-6
DNMT1 block	0	32	-4	2	-3	1	2	0
Scp-1 inhibitor	-8	-11	-1	-12	nt	-5	-8	-2
LMPTP inh	-0.7	1.1	-0.2	0.2	-0.3	-1.8	-3.2	-1.7
